ELG1 genotoxic: qHTS screen for small molecules that induce genotoxicity in human embryonic kidney (HEK293T) cells expressing luciferase-tagged ELG1 | 1.3% of 330,000 active | Potency, µM (doses to about 46 µM), for the others: at the top dose activity change, positive = activation, most hits filed as activators | AID 504466, 2011 | HEK293T ELG1-luciferase reporter, luminescence, 16 h; note: potency is the fitted concentration of half-maximal effect; % of control where 0% means no effect; nearly all actives have a fitted effect of over 60% in size
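16 hr compound incubation (37 °C, 5% CO2) of HEK293T cells carrying luciferase-tagged ELG1; luciferase then measured by ONE-Glo luminescence after 30 min at RT.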
Eya2 inh: qHTS Assay for Inhibitors of the Phosphatase Activity of Eya2. Protein phosphatase EYA2 (Homo sapiens), O00167. recombinant Eya2, OMFP fluorescence dephosphorylation (OMFP is methylfluorescein phosphate). Potency, µM (highest dose often 76.9 µM), inactives show at the highest dose activity, negative = inhibition, usual class: inhibitors. 0.006% of 330,000 active. AID 488837, 2010; note: potency is the fitted concentration of half-maximal effect; % is set by controls: 0 for no effect and ±100 for the full control effect
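Eya2 (0.2 uM) preincubated 10 min at ambient with compound, then OMFP substrate added at 50 uM; 10 min reaction in 50 mM HEPES pH 7.5, 50 mM NaCl, 5 uM MgCl2, 0.05% BSA, 1 mM DTT. Fluorescence read at Ex 485/Em 525 nm.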
p53 reactivator: qHTS assay for re-activators of p53 using a Luc reporter; Potency, µM (titrated, usually from 92.2 µM), for inactives: at the top dose activity change, positive = activation, actives largely listed as activators; 0.063% of 320,000 active; H1299 p53-A138V BP100-luciferase reporter, luminescence, 24 h; note: potency is the fitted concentration of half-maximal effect; % of control where 0% means no effect; nearly all actives have a fitted effect of over 45% in size
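p53-null H1299 cells stably carrying temperature-sensitive p53-A138V and a BP100-luciferase reporter were pinned with compounds (4-point, 1:5 series) and held 24 hrs at 37 deg C. Luminescence was read 10 min after detection reagent.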
uPA surface inh: qHTS for Inhibitors of Cell Surface uPA Generation; cell surface uPA generation assay, qHTS; Potency, µM (titrated, usually from 38.3 µM), for inactives: top-dose activity change, negative = inhibition, hits mostly inhibitors; 0.31% of 330,000 active; AID 540303, 2011; active = well fitted inhibition curve with a large enough effect; inconclusive = small, poorly fitted or top-dose-only effect; inactive = no such curve, though single readings can be large or run the other way; tested in mouse RAW 264.7 cells; note: potency is the fitted concentration of half-maximal effect; % is set by controls: 0 for no effect and ±100 for the full control effect; nearly all actives have a fitted effect of over 55% in size
B2AR arrestin: qHTS assay of beta-arrestin-biased ligands of beta2-adrenergic receptor; Beta-2 adrenergic receptor (Homo sapiens), P07550; beta-arrestin recruitment to beta2AR, cell-based reporter; Potency, µM (top dose mostly 46.1 µM), inactives show top-dose activation, most hits filed as activators; 0.02% of 330,000 active;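 note: potency is the fitted concentration of half-maximal effect; 0% = DMSO controls and full agonism = EC100 isoproterenol or metaproterenol; nearly all actives have a fitted effect of over 65% in size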
ASM inhibitor: Inhibitors of Secretory Acid Sphingomyelinase (S-ASM): qHTS | Potency, µM (top dose mostly 57.5 µM), inactives show at the highest dose activity change, negative = inhibition, hits mostly inhibitors | 0.006% of 340,000 active | placental ASM, HMU-PC fluorogenic substrate, 60 min | Sphingomyelin phosphodiesterase (Homo sapiens), P17405; note: potency is the fitted concentration of half-maximal effect
Target sequence (P17405 47-631 limits assumed): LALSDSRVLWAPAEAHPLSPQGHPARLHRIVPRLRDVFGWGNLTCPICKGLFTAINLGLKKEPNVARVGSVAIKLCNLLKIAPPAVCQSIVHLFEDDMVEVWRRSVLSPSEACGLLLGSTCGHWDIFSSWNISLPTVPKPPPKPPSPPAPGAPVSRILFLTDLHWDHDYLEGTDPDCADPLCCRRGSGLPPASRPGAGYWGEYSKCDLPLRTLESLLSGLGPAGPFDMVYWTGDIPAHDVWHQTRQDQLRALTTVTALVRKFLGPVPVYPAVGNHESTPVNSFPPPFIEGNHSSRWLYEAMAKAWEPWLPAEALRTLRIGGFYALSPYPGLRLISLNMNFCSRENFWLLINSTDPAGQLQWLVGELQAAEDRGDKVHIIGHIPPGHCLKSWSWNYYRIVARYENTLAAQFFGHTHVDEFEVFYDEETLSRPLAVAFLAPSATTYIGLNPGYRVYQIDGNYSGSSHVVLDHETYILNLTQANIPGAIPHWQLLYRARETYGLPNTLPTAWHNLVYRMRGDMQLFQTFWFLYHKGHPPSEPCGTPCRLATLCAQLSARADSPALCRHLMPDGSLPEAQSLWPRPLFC
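Fluorogenic HMU-PC substrate (9 uM final) is turned over by placental ASM in 60 min at 37 C after a 10 min compound preincubation. Reaction ended by alkaline stop (pH 10), with fluorescence read at 386/447 nm.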
a7 integrin act: qHTS for Activators of Integrin-Mediated Alleviation for Muscular Dystrophy. alpha7betagal myoblasts, beta-gal FDG fluorescence, 48 h. Potency, µM (top dose mostly 38.3 µM), for the others: top-dose activation, hits mostly activators. 0.064% of 350,000 active. AID 624291, 2012;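 note: potency is the fitted concentration of half-maximal effect; 100% = response of the positive control SU9516; nearly all actives have a fitted effect of over 60% in size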
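alpha7betagal+/- myoblasts (passage 13, 250/well) treated 48 h at 37C with compounds at 1:260 dilution of DMSO stock. Lysed, then beta-galactosidase activity read as FDG fluorescence (ex 480/em 540) after 30 min, with pre-read for autofluorescence.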
BRCA1 expr act: qHTS Assay to Identify Small Molecule Activators of BRCA1 Expression; 1.1% of 380,000 active; AID 624202, 2012; Potency, µM (series often up to 46.1 µM), inactives show at the top dose activation, actives largely listed as activators; MCF7-BRCA1-FFLuc reporter, luminescence, 48 h; response scale: scaled: vehicle 0%, 10 µM genistein 100%; note: potency is the fitted concentration of half-maximal effect; nearly all actives have a fitted effect of over 80% in size; some results filed as inactive show a strong effect at the top dose
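MCF7-BRCA1-FFLuc cells, 2000/well in phenol-red-free MEM, attached 2 h then treated 48 h at 37 C. Luciferase luminescence read 15 min after reagent; normalized to genistein maximum activation (10microM) and DMSO, concentration-response fitted.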
TRPV1 agonist: HTS Assay for Compounds that Act as Agonists of the Vanilloid Receptor 1 | Transient receptor potential cation channel subfamily V member 1 (Homo sapiens), Q8NER1 | TRPV1-expressing cells, Fluo-8 calcium influx, agonist mode | activation, % at 8.33 µM | 0.19% of 320,000 active | AID 540275, 2011; in the data active = activation above about 80%; inconclusive = between about 30% and that limit; note: 0% is about no effect
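Fluo-8 calcium influx in TRPV1-expressing cells, kinetic read (ex 480/em 520 nm). Compound added and read 3 min for agonist activity, followed by capsaicin at EC20 final and 2 min further read for enhancement.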
USP2a block: qHTS Assay for Inhibitors of Ubiquitin-specific Protease USP2a Using CHOP2 as the Reporter; USP2 core, Ub-CHOP2 coupled fluorogenic reporter, 485/531; Potency, µM (series often up to 38.3 µM), without a hit: at the top dose activity change, negative = inhibition, hits mostly inhibitors; 0.01% of 330,000 active;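 note: potency is the fitted concentration of half-maximal effect; plate controls were DMSO wells for no effect and full inhibition by NEM control for full effect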
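Cell-free coupled assay: 10nM USP2 core preincubated 30min RT with compound in Tris-HCl pH 8.0/CaCl2/CHAPS buffer, then 25nM Ub-CHOP2 and 25nM reporter substrate; fluorescence (Ex 485/Em 531) read after 60min RT, normalized to NEM inhibition, concentration-response curves fitted.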
TSG101-PTAP inh: qHTS Assay for Iinhibitors of HIV-1 Budding by Blocking the Interaction of PTAP/TSG101; Tumor susceptibility gene 101 protein (Homo sapiens), Q99816; Fluorescence polarization, FITC-PTAP peptide / Tsg101 binding; Potency, µM (titrated, usually from 115 µM), for inactives: at the highest dose activity change, negative = inhibition, hits mostly inhibitors; 340,000 tested, under 10 active; active = well fitted inhibition curve with a large enough effect in the main read-out, with a control signal flat, not every such curve was filed as active; inconclusive = small, poorly fitted or top-dose-only effect, or effect the other way, or a change in a side signal; inactive = no such curve, though single readings can be large or run the other way; note: potency is the fitted concentration of half-maximal effect; % of control where 0% means no effect
Target sequence (Q99816 whole entry, looked up): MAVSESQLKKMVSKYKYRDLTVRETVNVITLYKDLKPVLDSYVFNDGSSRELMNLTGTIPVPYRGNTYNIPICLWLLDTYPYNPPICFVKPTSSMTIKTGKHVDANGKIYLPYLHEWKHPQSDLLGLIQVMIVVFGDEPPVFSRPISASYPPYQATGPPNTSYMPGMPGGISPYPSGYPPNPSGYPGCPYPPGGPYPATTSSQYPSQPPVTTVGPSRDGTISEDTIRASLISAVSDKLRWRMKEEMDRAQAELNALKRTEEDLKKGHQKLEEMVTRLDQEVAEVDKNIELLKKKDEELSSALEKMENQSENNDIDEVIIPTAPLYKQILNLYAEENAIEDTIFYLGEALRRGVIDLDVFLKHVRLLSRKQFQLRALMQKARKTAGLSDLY
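Fluorescence anisotropy tracks displacement of a FITC-tagged PTAP peptide (50 nM) from the Tsg101 binding domain (10 uM), following a 20 min room-temperature incubation at pH 7.5.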
Numbers without * were called inactive; ? = inconclusive; . = no result given; & = joins results of further samples; [ ] = remark or other dose. Unless noted, calls come from the whole dose curve; as a rule, active = well fitted curve in the direction sought with a large enough effect; inconclusive = small, poorly fitted or top-dose-only effect, or another doubt; inactive = no such curve, though single readings can be large; an effect the other way counts as inactive or inconclusive.

Values run as follows: ELG1 genotoxic, Eya2 inh, p53 reactivator, uPA surface inh, B2AR arrestin, ASM inhibitor, a7 integrin act, BRCA1 expr act, TRPV1 agonist, USP2a block, TSG101-PTAP inh
CCOc1cc(/C=C2\C(=O)ON=C2C)ccc1OCc1ccccc1
 : -13%, -13%, -18%, 4%, 0.1%, 1%, -7%, -39%, 21, 0%, 2%
O=C(CSc1nc(C2CC2)nc2ccccc12)Nc1ccccc1
 : -20%, 0%, 0%, -13%, 0.2%, 1%, -39%, -5%, 1, -1%, -6%
COc1ccc(-c2[nH]n(-c3ccc([N+](=O)[O-])cc3)c(=O)c2C=NCc2ccc(F)cc2)cc1
 : 2%, -1%, -2%, 3%, -1.0%, -6%, 6%, -30%, 1, 1%, 3%
CCN(CC)c1ccc(/C=N/NC(=S)NCc2ccco2)cc1
 : -6%, -4%, 9%, -8%, 0.5%, ., -41%, -57%, 1, -1%, -2%
COc1ccc(S(=O)(=O)Nc2ccccn2)cc1C(=O)Nc1ccccc1
 : 1%, -16%, -4%, -1%, -0.1%, 3%, 15%, 3%, -7, 0%, .
COc1ccc(C(=O)NN/C(C)=C/C(=O)C(F)(F)C(F)(F)C(F)(F)F)cc1
 : -8%, 5%, 23%, 0%, -0.6%, 1%, 0%, -4%, 4, 0%, -2%
CC(=O)Nc1ccc(S(=O)(=O)Nc2ccc3c(c2)C(=O)OC3)cc1
 : -6%, 7%, 1%, ., -0.1%, ., ., ., 7, 0%, .
NC(=O)NC(=O)CSc1nc2sc(-c3ccccc3)cc2c(=O)n1-c1ccccc1
 : 2%, -6%, 9%, 0%, 0.2%, -3%, -7%, 11%, -2, 2%, -3%
CC1CC(C)CN(c2cc(N(C)CCO)c([N+](=O)[O-])c3nonc23)C1 (configuration not stated)
 : 0%, -16%, -2%, -2%, -0.1%, -11%, -8%, -25%, 11, 2%, 3%
CC(=O)Oc1ccc2oc(-c3ccccc3)c(C(N)=O)c2c1
 : 0%, 10%, -3%, 2%, -0.1%, 6%, -31%, 16%, 1, -8%, -2%
O=C(NC1CCCC1)C(c1ccsc1)N(Cc1ccccc1)C(=O)Cc1cccs1 (configuration not stated)
 : -8%, -7%, -2%, -2%, -0.9%, 0%, -9%, -77%, 14, -1%, -4%
CC(C)C[C@H](NC(=O)OC(C)(C)C)C(=O)N1CCC(C(=O)O)CC1
 : 2%, 4%, 13%, 4%, -0.4%, 3%, 8%, -2%, 1, 3%, -1%
C/C(Cl)=C\Cn1c(=O)c2c(nc3n2CCS3)n(C)c1=O
 : -6%, 14%, 0%, -6%, -1.7%, 2%, 0%, -24%, 1, -5%, -6%
Cc1ccc2oc(=O)c3cc(C(=O)N4CCN(C)CC4)sc3c2c1
 : 3%, -1%, 1%, -6%, 0.1%, 2%, -15%, -23%, 6, 2%, 3%
O=C(Nc1ccc(F)cc1)c1ccc(Cn2cnnn2)cc1
 : 2%, -10%, -7%, 3%, 0.1%, -1%, 14%, 3%, 14, 1%, -3%
O=[N+]([O-])c1ccc(NCCCNS(=O)(=O)c2ccccc2)c(Cl)c1
 : -4%, 0%, -6%, -2%, 0.1%, -9%, -15%, -27%, -1, 0%, 2%
Cc1ccc(-n2c(N)c(C(=O)NCc3cccnc3)sc2=S)cc1
 : 2%, 3%, 0%, 1%, -1.0%, 44%, 21%, -13%, 15, -6%, -3%
CCOc1ccc2nc(N3C(=O)/C(=C/c4ccccc4)NC3=S)sc2c1
 : ?, -5%, 13µM*, -5%, 0.4%, ?, 27%, 43%, 4, 1%, ?
O=C(Cn1c(=O)c2c3c(sc2n(Cc2ccccc2)c1=O)CCCC3)NCCO
 : 0%, -8%, -3%, 0%, 0.2%, -1%, -2%, -38%, -4, 2%, -1%
CCN(CC)S(=O)(=O)c1ccc(Cl)c(C(=O)NCc2ccco2)c1
 : -6%, -6%, 1%, -37%, -0.1%, -2%, 5%, -27%, -6, 2%, 0%
COCCN1C2=C(COC(C)(C)C2)C(=S)NC1c1ccccc1 (configuration not stated)
 : -3%, 1%, -3%, -6%, -0.4%, 12%, ?, -14%, 3, 3%, -5%
CSc1ccc(S(=O)(=O)Nc2c(C)cccc2C)cc1
 : -2%, -21%, -7%, -3%, -0.3%, -1%, 2%, -14%, 9, 0%, -8%
O=C(NC1CCCC1)c1c[nH]c2ccc(F)cc2c1=O
 : 13%, -1%, 7%, 4%, -0.2%, 5%, -17%, 41%, 12, 2%, -10%
O=C1CSCC(=O)N1Cc1ccc(Cl)cc1Cl
 : 1%, -26%, 0%, 8%, 0.4%, -3%, 4%, 8%, ?, -2%, 2%
CN1C(C(=O)Nc2ccccn2)=C(O)c2ccccc2S1(=O)=O
 : ?, 1%&-5%&5%, 3%, 3%, -1.3%&0.1%, -2%, ., -5%, -2&-3, 3%&10%, -2%
CCOc1ccc(/C=N/NC(=O)c2nnn(-c3nonc3N)c2CN2CCC(C)CC2)cc1
 : 0%, -18%, -2%, 2%, -0.2%, -2%, -5%, -25%, 4, 3%, -3%
Cc1cccc2c(=O)cc(C)n(CC(N)=O)c12
 : 1%, 6%, 15%, 11%, -0.3%, 0%, -10%, -3%, 1, 0%, 1%
O=C(Cn1cnc2c(oc3ccccc32)c1=O)NCc1ccco1
 : 2%, -21%, 6%, -3%, -0.3%, 1%, -4%, 24%, -2, 2%, -10%
CCOc1cc(C2C3=C(CCCC3=O)OC3=C2C(=O)CCC3)cc([N+](=O)[O-])c1O
 : 4%, 3%, 0%, -4%, 0.0%, 5%, 41%, 0%, -2, -1%, 0%
CCOc1ccc(C(=O)Nc2ccccc2N2CCCC2)cc1
 : 2%, 7%, 4%, -10%, -1.0%, 3%, 20%, -22%, 23, 1%, -12%

Random excerpt: three compounds from above.
Values run as follows: ELG1 genotoxic, Eya2 inh, p53 reactivator, uPA surface inh, B2AR arrestin, ASM inhibitor, a7 integrin act, BRCA1 expr act, TRPV1 agonist, USP2a block, TSG101-PTAP inh
Cc1ccc(-n2c(N)c(C(=O)NCc3cccnc3)sc2=S)cc1
 : 2%, 3%, 0%, 1%, -1.0%, 44%, 21%, -13%, 15, -6%, -3%
O=C(Cn1cnc2c(oc3ccccc32)c1=O)NCc1ccco1
 : 2%, -21%, 6%, -3%, -0.3%, 1%, -4%, 24%, -2, 2%, -10%
CN1C(C(=O)Nc2ccccn2)=C(O)c2ccccc2S1(=O)=O
 : ?, 1%&-5%&5%, 3%, 3%, -1.3%&0.1%, -2%, ., -5%, -2&-3, 3%&10%, -2%

The listing continues:
Values run as follows: ELG1 genotoxic, Eya2 inh, p53 reactivator, uPA surface inh, B2AR arrestin, ASM inhibitor, a7 integrin act, BRCA1 expr act, TRPV1 agonist, USP2a block, TSG101-PTAP inh
C1CCc2c(c(N3CCOCC3)nc3sc4c(N5CCOCC5)nnnc4c23)C1
 : ., ., ., 2%, ., -2%, 16%, 2%, ., ., -2%
Cc1ccc(Cl)cc1NC1=NC(=S)N(C(C)C)C12CCCCC2
 : -8%, -2%, 2%, 4%, -0.7%, -1%, -4%, -20%, 20, -2%, -7%
Cc1nc(SCC(=O)Nc2c(C)nn(C)c2C)c2cnn(-c3ccccc3)c2n1
 : -10%, -12%, 3%, 2%, -0.1%, -1%, -20%, -57%, -1, 4%, -3%
O=C(O)c1ccc(Cn2cnc3c(=S)nc[nH]c32)cc1
 : ., ., ., -3%, ., 6%, 1%, -19%, ., ., -3%
CCc1ccccc1NC(=O)CN1C(=O)c2ccccc2S1(=O)=O
 : 2%, 10%, 8%, 0%, 0.3%, -2%[11.5 µM], 16%, 0%, 2, 0%, -5%
CC(C)(CO)CNC(=O)CCc1nnc(-c2ccc(-c3ccccc3)cc2)o1
 : 11%, 8%, -14%, 1%, -0.5%, 0%, -1%, 1%, ?, -1%, -9%
COc1cc2[nH]c(C(=O)N3CCN(C)CC3)cc2c(OC)c1OC
 : 3%, -7%, 9%, -1%, 0.5%, 4%, 41%, -1%, 2, -5%, -4%
COc1cc(C(=O)Nc2nccs2)c(Br)c(OC)c1OC
 : -16%, -12%, -12%, -5%, -0.4%, -11%, 4%, 6%, 3, 0%, -7%

Screens deposited in PubChem by National Center for Advancing Translational Sciences (NCATS).
